Bioassay records (PubChem)
LmPK inh: blocks Leishmania mexicana pyruvate kinase activity. Q27686. purified LmPK, Kinase-Glo ATP luminescence, 1 h. Potency, µM (titrated, usually from 57.5 µM), inactives show at the highest dose activity change, negative = inhibition, actives largely listed as inhibitors. actives 0.37% (n = 290,000); note: potency is the fitted concentration of half-maximal effect; % is set by controls: 0 for no effect and ±100 for the full control effect
Target sequence (Q27686 whole entry, looked up): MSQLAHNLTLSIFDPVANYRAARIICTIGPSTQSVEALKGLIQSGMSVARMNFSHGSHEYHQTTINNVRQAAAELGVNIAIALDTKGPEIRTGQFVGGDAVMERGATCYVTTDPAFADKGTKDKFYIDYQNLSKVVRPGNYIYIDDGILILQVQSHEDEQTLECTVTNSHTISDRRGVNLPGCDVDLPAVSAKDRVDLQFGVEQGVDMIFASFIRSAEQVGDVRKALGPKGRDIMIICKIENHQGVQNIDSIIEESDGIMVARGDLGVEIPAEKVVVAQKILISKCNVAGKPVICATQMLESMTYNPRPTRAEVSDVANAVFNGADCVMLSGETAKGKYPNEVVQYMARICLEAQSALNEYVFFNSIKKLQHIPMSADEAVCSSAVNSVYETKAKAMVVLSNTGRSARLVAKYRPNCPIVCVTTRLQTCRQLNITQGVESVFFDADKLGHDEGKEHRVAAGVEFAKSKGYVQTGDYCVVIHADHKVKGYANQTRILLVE
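qHTS format; LmPK 0.1 nM; substrates PEP 0.5 mM and ADP 0.1 mM. One-hour room-temperature incubation, then coupled luciferase luminescence; 0.5 nM enzyme wells mark activation.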
CHX counter: affects cycloheximide protein synthesis inhibition readout, counter-screen. cell reporter, cycloheximide protein synthesis inhibition counterscreen. max response, %. actives 12% (n = 300,000); in the data active = max response mostly above about 13%, no sharp cut-off; inactive = mostly below about 14%; note: read at 38.3 µM for the half of the compounds with a filed dose; 0% is about no effect
TbPYK inhibitor: blocks Trypanosoma brucei pyruvate kinase; Q57TT1; TbPYK enzyme, Kinase-Glo Plus ATP luminescence, 45 min; Potency, µM (doses to about 76.8 µM), without a hit: top-dose activity, negative = inhibition, most hits filed as inhibitors; actives 0.12% (n = 410,000); note: potency is the fitted concentration of half-maximal effect; % is set by controls: 0 for no effect and ±100 for the full control effect; nearly all actives have a fitted effect of over 50% in size
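Screened from lowest to highest concentration, compounds were pinned into TbPYK/substrate mixtures, and ADP (130 uM final) was added. Plates sat at room temperature for 45 min prior to Kinase-Glo Plus detection by luminescence.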
Shiga toxin inh: blocks Shiga toxin action in Vero cells | Vero cells, Shiga toxin protein synthesis inhibition reporter | inhibition, % at 38.7 µM | actives 9.2% (n = 290,000) | AID 2315; in the data active = inhibition mostly above about 28%, no sharp cut-off; inactive = mostly below about 43%; note: 0% is about no effect
Pf growth 48h: inhibits P. falciparum growth in the first generation, 48 h; P. falciparum luciferase growth in erythrocytes, 48 h; Potency, µM (highest dose often 28.7 µM), for the others: at the highest dose activity change, negative = inhibition, most hits filed as inhibitors; actives 5.9% (n = 310,000); AID 504832; note: potency is the fitted concentration of half-maximal effect; % is set by controls: 0 for no effect and ±100 for the full control effect
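Luciferase-expressing parasites in RBCs, 2% Hct / 0.1% parasitemia final; RPMI 1640 + 0.5% Albumax; 37 C, 5% CO2, one generation; luminescence read-out, lower signal = inhibition.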
Pf growth 96h: inhibits malaria parasite growth, 96 h. AID 504834. actives 6.9% (n = 320,000). P. falciparum luciferase reporter growth, 96 h. Potency, µM (highest dose often 28.7 µM), without a hit: at the top dose activity change, negative = inhibition, usual class: inhibitors; note: potency is the fitted concentration of half-maximal effect; % is set by controls: 0 for no effect and ±100 for the full control effect
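Infected RBCs, 2% Hct / 0.05% parasitemia final; luciferase-reporter P. falciparum; cpd 96 h, 37 C, 5% CO2; luciferase detection reagent; luminescence.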
AmpC no deterg: blocks E. coli AmpC beta-lactamase in detergent-free assay; P00811; AmpC nitrocefin hydrolysis, absorbance 480 nm, 0.0001% Triton; Potency, µM (highest dose often 57.1 µM), for the others: at the highest dose activity change, negative = inhibition, usual class: inhibitors; actives 0.52% (n = 330,000);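 note: potency is the fitted concentration of half-maximal effect; plate controls were no compound for no effect and no enzyme for full effect; nearly all actives have a fitted effect of over 20% in size; some results filed as inactive show a strong effect at the top dose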
Target sequence (P00811 whole entry, looked up): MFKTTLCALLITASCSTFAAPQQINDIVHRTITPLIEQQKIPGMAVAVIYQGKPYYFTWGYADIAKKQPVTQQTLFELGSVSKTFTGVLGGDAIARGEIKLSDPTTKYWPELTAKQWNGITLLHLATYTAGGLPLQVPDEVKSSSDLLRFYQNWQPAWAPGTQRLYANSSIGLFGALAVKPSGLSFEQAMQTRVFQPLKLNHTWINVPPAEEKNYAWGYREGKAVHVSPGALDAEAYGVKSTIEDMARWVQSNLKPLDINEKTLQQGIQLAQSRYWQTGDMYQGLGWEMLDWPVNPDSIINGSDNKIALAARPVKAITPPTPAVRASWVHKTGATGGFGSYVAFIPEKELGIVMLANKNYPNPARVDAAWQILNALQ
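AmpC (5.3 nM in the dispensed reagent) in 20 mM phosphate pH 7.0 with 0.01% (detergent screen) or 0.0001% Triton X-100 was preincubated with compounds for 15 min at room temperature. Nitrocefin was then added from an 800 uM solution, and hydrolysis was followed at 480 nm.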
* = called active by the depositor; ? = inconclusive; · = no result given; [ ] = remark or other dose. Unless noted, calls come from the whole dose curve; as a rule, active = well fitted curve in the direction sought with a large enough effect; inconclusive = small, poorly fitted or top-dose-only effect, or another doubt; inactive = no such curve, though single readings can be large; an effect the other way counts as inactive or inconclusive. This is a random part of the collection; 22% or so of the library scored in one or more.

SMILES | AmpC no deterg | Shiga toxin inh | CHX counter | Pf growth 96h | Pf growth 48h | LmPK inh | TbPYK inhibitor
O=C(COc1ccc([N+](=O)[O-])cc1)NNC(=O)Nc1cccc(F)c1 | -33.2% | 14.4 | 2.9 | 2.9% | -27.6% | -8.0% | -2.9%
CC1=C([N+](=O)[O-])C(c2ccccc2Cl)NC(=O)N1 (stereo not drawn) | -15.3% | · | -0.2 | ? | 23.5% | -0.3% | -12.8%
CCCCn1nnnc1NCc1ccc(N(CC)CC)cc1 | -6.8% | -1.5 | -9.5 | · | 0.5% | -1.0% | -1.1%
COc1cc(/C=C(\NC(C)=O)C(=O)O)cc(OC)c1OC | -17.9% | -8.6 | -0.6 | -0.2% | 19.4% | 2.2% | -3.9%
CCOCC(=O)Nc1ccc(S(=O)(=O)Nc2ncccn2)cc1 | -18.7% | -10.0 | 5.7 | · | -0.2% | 1.2% | -5.4%
CCCCCn1ccc(=N)cc1 | 1.8% | -1.2 | 4.8 | 1.47µM* | 4.15µM* | -0.1% | -3.7%
CCC(C(=O)NCCc1ccco1)n1nc(C)c2c(C)n(-c3ccccc3)nc2c1=O (stereo not drawn) | -1.5% | -2.3 | -2.6 | 13.9% | -4.6% | -4.8% | 3.4%
COCCN1C(=O)CS/C1=C(/C#N)C(=O)NCc1ccco1 | -28.4% | -10.1 | 0.4 | 15.3% | ? | -0.1% | 1.3%
Cc1c(C(=O)Nc2ccc3c(c2)OCO3)sc2nc(-c3ccccc3)cn12 | -23.7% | -3.8 | 1.4 | ? | 13.1µM* | 0.5% | 8.1%
CCOc1ccc(C(=O)NCC(=O)N2CCC3(CC2)NCCc2[nH]cnc23)cc1 | -2.3% | 2.6 | -1.8 | 18.1% | 1.3% | 4.0% | 3.8%
N#Cc1nc(-c2cccc3ccccc23)oc1NCCN1CCOCC1 | 163.4%[activator] | 32.9 | 15.3* | 22.9% | -12.7% | 2.2% | -0.6%
CC1(C)CC(NC(=O)C(Cl)(Cl)Cl)CC(C)(C)N1 | -10.8% | -3.5 | -2.2 | -69.1% | -26.5% | 0.7% | -5.5%
O=C(NCc1ccc(Cl)cc1)c1noc2c1CCCC2 | -12.0% | 39.6* | 24.8* | ? | 39.6%[activator] | -11.4% | -4.6%
N/C(=N\O)c1ccccc1N1CCCCC1 | -14.6% | -1.6 | -1.8 | ? | 42.5%[activator] | -2.3% | -7.8%
CCOc1ccccc1/C=N/NC(=O)c1cc(C(C)C)[nH]n1 | 61.6%[activator] | 65.5* | 36.4* | 3.8% | -0.9% | 0.2% | -4.4%
O=C(NCCc1ccccc1)C1CCCN(C(=O)Nc2ccc(F)cc2)C1 (stereo not drawn) | -0.6% | 24.1 | -6.0 | 7.5% | -2.0% | 0.1% | -0.3%
COc1ccc2c(c1OC)C(=O)N1c3cccc(Cl)c3C(=O)OC21 (stereo not drawn) | -10.6% | 1.3 | 4.0 | ? | 4.4% | 0.3% | -2.6%
O=C(CC1CCCCC1)NCCCN1CCOCC1 | -4.8% | -12.1 | -1.5 | 19.7%[5.75 µM] | 15.6% | 1.1% | 0.9%
CCOC(=O)N1CCN(C(=O)c2ccc(CNS(=O)(=O)c3ccc(OC)cc3)cc2)CC1 | 46.1% | -14.8 | -5.4 | -16.7% | -18.9% | 3.7% | -2.4%
Cc1cccc(OC(=O)c2ccncc2)c1C | -14.9% | -6.8 | 4.2 | 35.7%[activator] | -10.2% | -0.6% | 6.2%
NC(=S)NNC(=O)COc1ccccc1O | -21.5% | -1.2 | -0.6 | 18.8% | 7.6% | 3.7% | -0.8%
CCOc1ccc(NC(=O)COc2nsnc2N2CCCCC2)cc1 | -13.9% | -19.4 | -4.5 | 11.7µM* | -4.6% | 6.0% | 9.3%
Cc1cc(C)c(C#N)c(SCC(=O)N(CCC#N)c2ccc3c(c2)OCCO3)n1 | 17.9% | · | · | ? | ? | · | -6.5%
CN(CC(=O)NC1CC1)S(=O)(=O)c1ccc(Br)cc1 | -0.6% | 23.0 | 1.0 | 5.7% | 8.28µM* | 6.5% | 2.4%
Cn1c(=O)c(S(=O)(=O)C(C)(C)C)c(O)c2ccccc21 | -20.4% | 16.7 | -3.0 | 18.2% | 8.3% | -3.4% | 0.1%
O=C(NCc1ccc2c(c1)CCO2)Nc1ccccc1 | -24.4% | 54.0* | 60.9* | 134.7%[activator] | ? | -0.1% | -18.4%
O=C1CN(C(=O)N[C@@H](Cc2ccccc2)C(=O)N[C@@H](C(=O)O)c2ccccc2)c2ccccc2N1 | -47.4% | -9.7 | 45.2 | 49.3%[activator] | 22.9% | 0.8% | -7.5%
CC(C)Cc1cc(C(=O)N2CCCC(CO)(Cc3ccc(F)cc3)C2)no1 (stereo not drawn) | 44.9% | 7.5 | 11.9 | -1.2% | 0.0% | -9.0% | 2.9%
COc1ccc(N2CCN(CC(=O)Nc3ncc(C)s3)CC2)cc1 | -5.1% | 1.9 | -7.1 | -14.8% | -3.0% | -2.6% | -0.2%
CCOc1ncccc1C(=O)OCc1ccccc1 | 1.2% | 18.4 | 12.2 | 0.0% | 19.9% | -3.0% | 0.9%

Next section:
SMILES | AmpC no deterg | Shiga toxin inh | CHX counter | Pf growth 96h | Pf growth 48h | LmPK inh | TbPYK inhibitor
CCN1CCN(c2cc(C)c3cc(NC(=S)N4CCCC4)ccc3n2)CC1 | 6.3% | -15.8 | -2.9 | 0.2% | -10.8% | 3.2% | -1.2%
Cn1c(/C=C/N(Cc2ccccc2)c2ccccc2)c([N+](=O)[O-])c(=O)n(C)c1=O | -22.5% | 6.5 | 4.0 | -11.4% | -18.8% | 1.9% | -3.6%
O=S(=O)(Nc1ccc(Cl)cn1)c1cnc(Cl)c(Br)c1 | -17.4% | 1.3 | -1.4 | -15.1% | 2.5% | -0.3% | -5.0%
COc1cc(CNC2CCCC2)c(Br)cc1OCc1ccccc1 | -3.1% | 29.8 | 7.1 | -1.2% | ? | -1.5% | 1.6%
CC(C)Cc1ccc([C@@H](C)C(=O)NS(C)(=O)=O)cc1 | · | -2.2 | -7.0 | 10.7% | -2.0% | · | 2.1%
COc1cc(OC)cc(C(=O)NNC(=O)CCNS(=O)(=O)c2ccc(C)c(C)c2)c1 | -22.5% | · | · | 0.2% | 14.0% | · | -0.2%
COc1cccc2cc(C(=O)N3CCc4ccccc43)c(=O)oc12 | 2.1% | 27.4 | -2.1 | -1.5% | 49.9%[activator] | 6.1% | 5.3%
COc1ccc2[nH]c(C(=O)O)c(NC(=O)c3cc(OC)c(OC)c(OC)c3)c2c1 | -27.1% | 9.2 | 1.1 | 0.4% | -11.8% | 5.5% | -6.1%
COc1ccc(C2C(C(N)=O)=C(C)Nc3nc(-c4ccccc4)nn32)cc1OC (stereo not drawn) | -17.0% | -14.3 | -5.8 | ? | · | 2.1% | -4.7%
Cc1ccc(C)c(NC(=O)C2COc3ccccc3O2)c1 (stereo not drawn) | -16.7% | 11.4 | 13.7* | ? | ? | -6.3% | -17.3%
O=C(NCCc1nnc2ccc(NCc3ccc(Cl)cc3)nn12)c1ccccc1 | 4.9% | -6.2 | -1.6 | -23.5% | -26.7% | -8.7%[11.5 µM] | 1.5%
CN(C)S(=O)(=O)c1cccc(-c2nn(-c3ccccc3)cc2/C=C2\SC(=S)N(CC(=O)O)C2=O)c1 | -8.3% | 15.4 | -3.2 | -27.3% | ? | 5.9% | -3.7%
Cc1ccc(NC(=O)COS(=O)c2ccc(C)cc2)cc1 (stereo not drawn) | -15.7% | 3.9 | 1.2 | -8.9% | 12.1% | -14.7% | 4.0%
O=C(NC1CCCCC1)C1CCN(c2ncccn2)CC1 | -4.5% | -7.7 | -2.9 | 14.3% | 27.7% | 1.2% | -3.1%
NC(=O)c1ccc(NC(=O)CSc2nnc(-c3ccccn3)n2N)cc1 | -14.9% | -4.6 | 3.0 | ? | 45.5%[activator] | 10.1% | -2.2%
CCC(C)NC(=O)c1cn(-c2cccc(C)n2)cn1 (stereo not drawn) | -6.8% | 53.4* | 19.9* | 66.6%[activator] | 84.4%[activator] | 0.7% | 3.4%
CN1CCN(C(=O)c2ccc3c(=O)n4c(nc3c2)CCCCC4)CC1 | -25.1% | -16.7 | -1.4 | 30.8%[activator] | 1.9% | -1.1% | -9.9%
CCc1cccc(C)c1NC(=O)COC(=O)C(NS(=O)(=O)c1ccc(Cl)cc1)C(C)O (stereo not drawn) | -1.7% | -9.1 | -7.0 | 25.6% | 29.8% | 1.1% | -3.4%
Cc1ccc(-c2cccc(CN3CCN(C4CCN(C(C)C)CC4)C(CCO)C3)c2)o1 (stereo not drawn) | 62.9%[activator] | -3.6 | -2.9 | 34.7%[activator] | 10.4µM* | 5.5% | 0.0%
c1ccc(CC2CCN(c3nnnn3-c3ccccc3)CC2)cc1 | -13.4% | -5.8 | 9.2 | -27.1% | ? | 3.7% | -1.2%
COc1ccc(-n2nc(C(=O)NCC(=O)N3CCC(C)CC3)c3ccccc3c2=O)c(OC)c1 | 75.2%[activator] | 40.1 | 16.4* | 22.5% | ? | 1.0% | 0.0%
O=C(C1=C[C@H](c2ccc(Br)cc2)C[C@H](OCCCCO)O1)N1CCN(Cc2ccccc2)CC1 | 166.4%[activator] | 2.4 | 1.3 | ? | ? | 7.2% | 4.0%
O=S(=O)(Nc1ccc(Cl)cn1)c1ccc(Cl)cc1 | -10.6% | 33.5 | 0.8 | ? | 10.0% | -0.9% | 0.5%
CN(C)C(=O)Oc1ccc(OC(=O)N(C)C)cc1 | -16.5% | -13.6 | -1.1 | · | 8.3% | 0.8% | -6.4%
CSc1nc(N)c(N=Nc2ccc([As](=O)(O)O)cc2)c(=O)[nH]1 | -9.4% | -13.8 | -0.5 | ? | 2.62µM* | -0.3% | -29.0%
CC1N/C(=C\C(=O)c2ccccc2)N(O)C1(C)C (stereo not drawn) | -5.7% | 76.4* | 36.8* | 162.1%[activator] | 146.5%[activator] | -20.3% | -4.3%
COc1ccccc1COc1ccc2c(C)c(CCC(=O)O)c(=O)oc2c1C | -12.1% | -5.0 | -2.3 | 79.6%[activator] | 0.1% | 1.8% | 0.3%

Compound profiles, as listed above:
Record of CC(C)Cc1ccc([C@@H](C)C(=O)NS(C)(=O)=O)cc1 → AmpC no deterg: ·; Shiga toxin inh: -2.2; CHX counter: -7.0; Pf growth 96h: 10.7%; Pf growth 48h: -2.0%; LmPK inh: ·; TbPYK inhibitor: 2.1%
Record of CN(C)S(=O)(=O)c1cccc(-c2nn(-c3ccccc3)cc2/C=C2\SC(=S)N(CC(=O)O)C2=O)c1 → AmpC no deterg: -8.3%; Shiga toxin inh: 15.4; CHX counter: -3.2; Pf growth 96h: -27.3%; Pf growth 48h: ?; LmPK inh: 5.9%; TbPYK inhibitor: -3.7%
